# Compound activity as filed in PubChem BioAssay.
# TLR9-MyD88 block: inhibitors of TLR9-MyD88 association in cells, primary screen, cell-based, CHO, BLA complementation, fluorescence; Toll-like receptor 9 (Homo sapiens) + Myeloid differentiation primary response protein …; CCF4 FRET ratio; inhibition, % at 4.98 µM; 340,000 tested, 0.21% active; AID 504734, 2011;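 active = inhibition above the mean over all tested compounds plus 3 SD, cut at about 21% in these data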;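 also: 0% = DMSO only wells and 100% = clavulanate BLA inhibitor control wells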
# COUP-TFII inh: NR2F2 transcriptional activity inhibitors, primary screen, cell-based, luciferase reporter, HEK293T, luminescence | COUP transcription factor 2 (Homo sapiens), P24468 | HEK293T NGFI-A luciferase reporter | inhibition, % at 8.6 µM | 370,000 tested, 0.7% active | AID 686940, 2013;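 active = inhibition above a per-plate cutoff, mean inhibition of test wells between control levels plus 3 SD, cut at about 38% in these data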;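 also: cells cotransfected with COUP-TFII expression vector driving the NGFI-A reporter; 0% = median of COUP-TF2 test wells and 100% = reporter-only cells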
# EBV LMP1 NFkB: EBV LMP1-driven NF-kappaB luciferase reporter inhibitors, primary screen, cell-based, luminescence, single point; LMP1-induced NF-kappaB luciferase reporter cells; inhibition, % at 12.5 µM; 350,000 tested, 0.69% active; in the data active = inhibition above about 41%; inconclusive = no clear call, values can overlap the other calls;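 also: 0% = neutral control wells and 100% = reference inhibitor control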
# NR5A2 inv ag: LRH-1 (NR5A2) inverse agonists, primary screen, cell-based, luminescence, HEK293T, StAR-luciferase reporter; LRH-1 transfected, 24 h; inhibition, % at 3.6 µM; 360,000 tested, 0.13% active;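 active = inhibition above the mean inhibition of all tested compounds plus 3 SD, cut at about 73% in these data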;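 also: 0% = DMSO wells and 100% = reporter-only cells lacking LRH-1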
# NCOA1 inh: SRC1 coactivator transcriptional activity inhibitors, primary screen, cell-based, luminescence | Nuclear receptor coactivator 1 (Homo sapiens), Q15788 | HEK293 GAL4-SRC1 luciferase reporter | inhibition, % at 3.6 µM | 360,000 tested, 0.12% active;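 active = inhibition above the campaign mean plus 3 SD, with each screening campaign given its own cutoff, cut at about 60% in these data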;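 also: 0% = DMSO treated cells and 100% = gossypol at 36 µM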
# NOD2 RIPK2 PPI: NOD2-RIPK2 binding disruptors in cells, primary screen, fluorescence, CHO cells, BLA complementation. 360,000 tested, 0.38% active. Receptor-interacting serine/threonine-protein kinase 2 (Homo sapiens), O43353. AID 624267, 2012. inhibition, % at 4.98 µM. CCF4 ratio; in the data active = inhibition above about 21%;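 also: 0% = vehicle only and 100% = reference blocker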
# SRC2 inh: inhibition of GAL4-SRC2 driven luciferase reporter, primary screen, SRC2 inhibitor project, cell-based, luminescence; Nuclear receptor coactivator 2 (Homo sapiens), Q15596; HEK293 GAL4-SRC2 luciferase reporter; inhibition, % at 9 µM; 370,000 tested, 0.17% active; AID 651957, 2012;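 active = inhibition above the mean inhibition of all tested compounds plus 3 SD, set per campaign, cut at about 52% in these data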;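 also: 0% = DMSO treated cells and 100% = cells given Gossypol at 36 µM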
# NCOA3 inh: SRC3 coactivator transcriptional activity inhibitors, primary screen, cell-based, luminescence; Nuclear receptor coactivator 3 (Homo sapiens), Q9Y6Q9; HEK293 GAL4-SRC3 luciferase reporter; inhibition, % at 3.6 µM; 360,000 tested, 0.17% active; AID 588352, 2011;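 active = inhibition above a per-campaign cutoff, the mean of all compounds plus 3 SD, cut at about 60% in these data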;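 also: 0% = DMSO-treated cells and 100% = gossypol-treated cells at 36 µM; higher means less SRC3-driven luciferase light from the GAL4 reporter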
# Target sequence (Q9Y6Q9 whole entry, looked up, the tested form may be a part): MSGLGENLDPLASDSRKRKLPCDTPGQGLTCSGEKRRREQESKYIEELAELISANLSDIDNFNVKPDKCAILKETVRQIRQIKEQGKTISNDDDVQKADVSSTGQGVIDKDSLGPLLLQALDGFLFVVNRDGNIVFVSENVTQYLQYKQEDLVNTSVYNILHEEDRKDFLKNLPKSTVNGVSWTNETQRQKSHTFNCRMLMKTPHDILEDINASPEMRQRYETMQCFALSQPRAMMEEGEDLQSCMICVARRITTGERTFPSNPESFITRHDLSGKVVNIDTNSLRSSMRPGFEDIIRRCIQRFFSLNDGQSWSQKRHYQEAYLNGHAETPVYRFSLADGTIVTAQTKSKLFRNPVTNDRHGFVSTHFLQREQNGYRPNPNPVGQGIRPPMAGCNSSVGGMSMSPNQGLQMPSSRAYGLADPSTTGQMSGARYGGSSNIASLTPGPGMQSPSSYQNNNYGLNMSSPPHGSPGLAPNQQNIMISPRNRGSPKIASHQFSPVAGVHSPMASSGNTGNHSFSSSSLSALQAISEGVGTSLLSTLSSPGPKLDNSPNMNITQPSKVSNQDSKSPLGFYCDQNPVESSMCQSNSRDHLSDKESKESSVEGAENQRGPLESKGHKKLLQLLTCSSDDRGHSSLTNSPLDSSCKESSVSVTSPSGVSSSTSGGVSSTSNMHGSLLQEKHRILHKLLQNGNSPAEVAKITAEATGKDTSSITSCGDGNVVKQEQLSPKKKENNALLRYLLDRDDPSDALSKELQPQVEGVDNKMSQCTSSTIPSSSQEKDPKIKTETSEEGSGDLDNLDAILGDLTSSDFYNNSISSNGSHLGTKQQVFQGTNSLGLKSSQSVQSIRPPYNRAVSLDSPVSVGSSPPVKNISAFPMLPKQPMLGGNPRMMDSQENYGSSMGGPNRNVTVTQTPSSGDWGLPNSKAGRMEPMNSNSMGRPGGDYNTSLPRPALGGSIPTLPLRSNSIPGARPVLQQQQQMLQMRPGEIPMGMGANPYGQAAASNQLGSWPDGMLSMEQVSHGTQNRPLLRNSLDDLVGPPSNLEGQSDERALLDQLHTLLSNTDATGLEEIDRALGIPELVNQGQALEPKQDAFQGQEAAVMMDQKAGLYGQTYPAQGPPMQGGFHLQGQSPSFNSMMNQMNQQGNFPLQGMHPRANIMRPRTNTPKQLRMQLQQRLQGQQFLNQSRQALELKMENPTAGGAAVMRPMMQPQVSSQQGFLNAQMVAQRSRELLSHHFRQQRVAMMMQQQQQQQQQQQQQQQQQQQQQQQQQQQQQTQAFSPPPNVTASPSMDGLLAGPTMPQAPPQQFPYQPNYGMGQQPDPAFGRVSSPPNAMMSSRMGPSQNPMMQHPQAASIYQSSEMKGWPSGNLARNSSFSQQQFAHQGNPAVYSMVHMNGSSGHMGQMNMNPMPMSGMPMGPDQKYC
# TROY NFkB inh: inhibitors of TROY-driven NF-kB signaling, primary screen, Q293 LMP1-TROYcd cells, NF-kB luciferase, uHTS | Q293 LMP1-TROYcd NF-kB luciferase reporter, 4 h | inhibition, % at 10 µM | 360,000 tested, 0.98% active;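 active = compounds whose plate-normalised and pattern-corrected inhibition of the luciferase reporter signal at the single screening dose is 50% or more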
# C8 TRAIL sens: viability loss with TRAIL in NB7+C8 cells, primary screen, TRAIL sensitizer project, cell-based, ATPlite luminescence. 360,000 tested, 1% active. inhibition (viability loss, TRAIL sensitization), % at 10 µM. AID 624354, 2012;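 active = compounds causing at least 50% loss of cell viability in the single-dose screen, relative to plate controls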
# Vif inh: HIV Vif self-association inhibitors, primary screen, imaging, HEK293T, single point. HEK293T cells, Vif self-association by quenched fluorescence, 24 h. AID 602346, 2012. 340,000 tested, 0.35% active. inhibition, % at 7.49 µM; in the data active = inhibition above about 50%, passing the limit was not always enough; inconclusive = no clear call, values can overlap the other calls; inactive = below about 31%; also: some results filed as inactive read as strong as hits
# An asterisk follows results filed as active; ? = inconclusive; . = not tested or not shown. These rows are one share of the data (hit frequency here may not be typical).
SMILES,TLR9-MyD88 block,COUP-TFII inh,EBV LMP1 NFkB,NR5A2 inv ag,NCOA1 inh,NOD2 RIPK2 PPI,SRC2 inh,NCOA3 inh,TROY NFkB inh,C8 TRAIL sens,Vif inh
O=C(NCc1ccco1)c1ccccc1NS(=O)(=O)c1ccc(Br)s1,-1,-2,4,1,12,-12,9,0,40,11,-8
COc1ccc(-n2nnnc2C(c2cccc3ccccc23)N2CCN(C/C=C/c3ccccc3)CC2)cc1 (stereo not drawn),.,8,.,-25,0,1,-11,15,5,0,.
CCN(CC)CCCNC(=O)CSc1nc(-c2ccc(F)cc2)cc(C(F)(F)F)n1,14,1,-3,4,0,-13,-5,0,-12,-1,-2
COc1cccc(OC)c1OCC(O)CN1CCN(c2ccc(F)cc2)CC1 (stereo not drawn),-9,17,6,12,17,-2,-3,1,-4,-1,-6
COc1ccccc1C=NN1C(=O)CSC1=S,-4,-1,9,17,-4,7,-29,-6,-16,-5,0
CC1(C)Cc2c(sc(NC(=O)c3ccc(C(=O)c4ccccc4)cc3)c2C#N)C(C)(C)N1,-11,17,8,-4,-49,1,-23,7,7,23,3
Cc1ccccc1CCNC(=O)C1CCC(=O)N(CCc2cccc(F)c2)C1 (stereo not drawn),-5,13,-9,2,3,-6,-17,11,-53,21,2
COCCN1C(=O)c2ccccc2C(C(=O)NCC2CCCO2)C1c1c[nH]c2ccccc12 (stereo not drawn),-4,-8,3,1,1,-5,-10,-8,17,5,3
CCOc1cc(/C=C2\N=C(SC(C)C(N)=O)N(c3ccc(OC(F)F)cc3)C2=O)ccc1O (stereo not drawn),-5,4,-3,52,14,-1,7,43,-5,5,-6
CCOc1ccccc1Nc1nnc(SCC(=O)Nc2nc(-c3ccc(OC)cc3)cs2)s1,4,-16,-2,-18,-1,-4,-4,-14,-14,-1,-5
Cc1ccn2cc(-c3ccc(O)c(O)c3)nc2c1,2,-25,13,-150,-179,3,-36,-123,-16,76*,-2
C=CCSc1nnc(CC(OC)OC)n1-c1ccccc1,-1,16,3,5,-14,-3,13,20,3,-3,-3

# One compound at a time, from the list above. Order of screens: TLR9-MyD88 block, COUP-TFII inh, EBV LMP1 NFkB, NR5A2 inv ag, NCOA1 inh, NOD2 RIPK2 PPI, SRC2 inh, NCOA3 inh, TROY NFkB inh, C8 TRAIL sens, Vif inh
# `COCCN1C(=O)c2ccccc2C(C(=O)NCC2CCCO2)C1c1c[nH]c2ccccc12` (stereo not drawn) reads -4, -8, 3, 1, 1, -5, -10, -8, 17, 5, 3
# `CC1(C)Cc2c(sc(NC(=O)c3ccc(C(=O)c4ccccc4)cc3)c2C#N)C(C)(C)N1` reads -11, 17, 8, -4, -49, 1, -23, 7, 7, 23, 3

# Later entries
SMILES,TLR9-MyD88 block,COUP-TFII inh,EBV LMP1 NFkB,NR5A2 inv ag,NCOA1 inh,NOD2 RIPK2 PPI,SRC2 inh,NCOA3 inh,TROY NFkB inh,C8 TRAIL sens,Vif inh
CC1CCCCN1CCn1cnc2c([nH]c3ccccc32)c1=O (stereo not drawn),3,-5,-8,6,-5,-1,12,-1,-4,-10,0
Cc1ccc(N2CC(C(=O)Nc3ccc(N(C)C)cc3)CC2=O)cc1C (stereo not drawn),-9,6,6,16,13,-5,5,0,-2,-5,-13
COC(=O)CCCCCNC(=S)Nc1ccc2[nH]c(=O)[nH]c2c1,-4,-4,3,-6,-9,-14,-41,16,-6,-10,-4
Cc1ccc(C)c(CN2C(=O)CSc3ccc(C(=O)NCCN4CCOCC4)cc32)c1,2,10,7,13,-26,-3,-34,9,19,-13,6
COc1ccc(C(=O)Cn2nnc(-c3ccc(N4CCOCC4)cc3)n2)cc1OC,1,0,2,-4,4,-7,-13,14,-7,4,-10
Cc1c(C)n(C)c2ccc(C(=O)NCCCN3CCCCC3)cc12,-5,5,-5,-13,-5,-8,-4,-7,3,-24,17
Cc1nn(Cc2ccc([N+](=O)[O-])cc2)c(=O)n1-c1ccc(Cl)cc1,2,15,1,-11,11,0,-1,13,-10,0,-2
O=C(COC(=O)c1c(F)cccc1F)NC(=O)NCc1ccccc1,4,4,-1,1,12,1,-23,1,-23,-14,15
O=C(NNC(=O)c1ccncc1)Nc1cccc([N+](=O)[O-])c1,1,-7,-2,-10,-4,1,2,-4,15,-3,11
CN1CCC(N(C)CC(=O)Nc2cccc(Oc3ccccc3)c2)CC1,-15,-3,-6,2,6,-2,6,-3,6,8,2
O=C(NNC(=O)c1ccc(Cl)c(S(=O)(=O)Nc2ccc(Cl)cc2)c1)c1ccc(=O)[nH]c1,13,-31,-5,2,-6,0,-26,0,-1,0,10
Cc1ccc(S(=O)(=O)n2c(C)nc3cc(C)ccc32)cc1,6,-18,4,-10,-4,3,-6,10,-5,2,-3
CC(=O)CSc1nnc(NC(=O)CCc2ccccc2)s1,2,10,-9,-7,0,-1,1,8,6,-2,0
NC(=O)N1N=C2/C(=C/c3ccccc3)CCCC2C1c1ccccc1 (stereo not drawn),-11,17,-2,8,-2,1,7,4,25,-12,-8
Cc1ccc(NC(=O)COC(=O)CCC(=O)c2ccc(C(C)(C)C)cc2)c([N+](=O)[O-])c1,-1,12,-12,35,1,-10,-4,4,-10,14,3
Cc1ccc(C2CC(c3cccc(C)c3)n3ncnc3N2)cc1 (stereo not drawn),4,5,-8,23,-9,-1,-31,2,-2,16,15
COc1ccc(NCCC#N)cc1,-9,9,2,-15,-2,-15,-19,-29,7,-27,-1
COc1ccc(OC)c(-c2csc(NC(=O)c3ccc(OCC4CCCO4)cc3)n2)c1 (stereo not drawn),-25,1,-13,14,-14,-8,-1,-1,23,-3,-1
Cc1c(CC(=O)N2CCN(C(=O)C3COc4ccccc4O3)CC2)c(=O)oc2c(O)c(O)ccc12 (stereo not drawn),4,11,5,-14,-8,-6,-33,-5,18,22,0
COc1ccc(/C=N/NC(=O)CC2N=C(Cc3ccccc3)NNC2=O)cc1OC (stereo not drawn),2,0,7,14,3,-11,-4,13,-3,-11,12
O=C(Cc1ccccc1Cl)NCc1cccnc1,0,20,-7,3,-13,-15,-22,3,13,9,16
Cc1ccc(NC(=O)COC(=O)CCOc2ccccc2C)cc1,1,4,3,0,-7,3,18,15,3,-3,-2
OCCCNc1c2ccccc2nc2ccccc12,-1,-69,-87,50,-18,-10,-347,23,-121,42,-18
CC[n+]1ccc(/C=C2\Sc3ccccc3N2CCCS(=O)(=O)[O-])c2ccccc21,-5,10,-5,-4,-79,-4,-1,6,22,10,19
Cc1nnc(NC(=O)CSc2nc3c(c(=O)n(C)c(=O)n3C)n2C(C)C)s1,0,6,3,1,2,1,-14,0,12,-5,-1
Cc1ccc(CC(=O)N(C)CC(=O)N(CC(C)C)c2c(N)n(CC(C)C)c(=O)[nH]c2=O)cc1C,6,11,-6,5,-16,8,-5,10,-6,1,-14
O=C(NC1CCCC1)C(c1ccncc1)N(C(=O)Cn1nnc(-c2ccccc2F)n1)c1cccc(F)c1 (stereo not drawn),2,9,-8,5,-19,4,-14,2,17,10,3
COCC(=O)Nc1cc(C)cn(Cc2c(F)cccc2Cl)c1=O,4,-15,-1,5,-7,-4,-53,-15,-16,1,-4
CN(C(=O)C1CCN(S(=O)(=O)c2cccs2)CC1)C1CCCCC1,-12,-5,-5,0,-27,-8,-6,4,-33,-8,4
COc1ccc(C2=NN(C(=O)c3ccco3)C(c3ccco3)C2)cc1OC (stereo not drawn),6,-8,19,-35,-10,-3,-4,-52,20,-8,6
S=c1[nH]nc(Cc2cccc3ccccc23)n1-c1ccccc1,14,13,4,12,20,-17,2,23,9,13,.
CCC1CCCCN1CCn1c(=S)[nH]c2cc(OC)c(OC)cc2c1=O (stereo not drawn),1,15,-3,-1,-32,-7,-27,4,-17,3,6
CC(C)CN(C(=O)CSc1ccc2c(c1)OCCO2)c1c(N)n(CC(C)C)c(=O)[nH]c1=O,-4,4,-7,23,2,2,7,-17,2,8,20
CCCn1c(C)cc(/C=C(\C#N)C(=O)OCC(=O)Nc2cccc(OC)c2)c1C,2,-14,0,2,3,6,-1,6,8,-4,-1
COC(=O)c1ccc(NC(=O)N(c2ccccc2)c2ccccc2)cc1,-2,1,4,-17,-15,-7,6,11,-34,-6,-2
O=C(O)/C=C/C(=O)Nc1ccc(N2CCOCC2)nc1N1CCOCC1,6,-12,-2,7,-8,-8,-3,17,-20,8,-2
Cc1ccc(NS(=O)(=O)c2csc(C(N)=O)c2)c(C)c1,12,13,7,2,5,-10,-32,9,8,-6,-6
CC(=O)Nc1ccc(-c2cc(C(=O)O)c3ccc(C)cc3n2)cc1,-5,-13,0,-15,-39,-2,-40,2,-4,5,-4
CC(=O)Nc1ccc(NC(=O)c2ccc(C)c(S(=O)(=O)Nc3cccc(C)c3)c2)cc1,-2,7,-4,-2,-3,-7,1,19,12,-2,-23
CCC(=O)c1cc2c(C)cc(=O)oc2c(C)c1OC(C)=O,1,14,3,-5,7,-1,-17,12,1,-6,4
Cc1nn(C)c(C)c1CCC(=O)NC1CC(C)(C)Cc2c1cnn2-c1ccccc1 (stereo not drawn),-1,3,-32,-13,-47,-8,-7,5,-1,-22,-5
Cc1cc(NC(=O)C2COc3ccccc3O2)no1 (stereo not drawn),-4,-36,-6,-43,-56,0,-37,-75,-39,-2,-1
COc1ccc([N+](=O)[O-])c(OC)c1C(=O)NC(=O)Nc1nc(C)cc(C)n1,-13,-7,-1,1,4,-4,-26,17,3,5,?
Cc1ccc([N+](=O)[O-])c2c1C(N1CC(C)OC(C)C1)C(C)(C)O2 (stereo not drawn),3,23,11,3,23,8,6,8,-2,-9,5
COc1ccccc1NC(=O)CSc1nnc(C2CCCCC2)n1-c1ccccc1,-3,8,10,-7,16,1,14,19,-1,-2,4
CS(=O)(=O)n1nc(-c2ccccc2)nc1NCc1ccco1,1,-3,-4,-6,-7,-1,-3,-8,-17,-8,16
O=C(COC(=O)Cc1ccc(-c2ccccc2)cc1)NCc1ccc(F)cc1,-1,-4,-1,-15,-6,15,16,-11,-33,14,1
CCN(CC)c1ccc(S(=O)(=O)N(CC)CC)cc1NC(=O)C1CCCC1,-2,12,3,-7,-19,-5,13,6,10,8,0
CCOc1cc(/C=C2\C(=N)N3N=C(S(C)(=O)=O)SC3=NC2=O)ccc1OCCOc1cccc(OC)c1,6,8,-1,37,0,-9,-7,-5,3,-5,-2
Cc1cc(NC(=O)C(C)(C)C)no1,-9,-14,-10,-6,-6,0,0,-22,-2,10,4
O=C(NCc1ccccc1)C(c1ccccc1)N(C(=O)c1csnn1)C1CC1 (stereo not drawn),-1,3,5,4,-10,-1,17,15,-4,6,-1
